hERG WT inh – KCNH2 (human, wildtype) channel inhibition; Q12809; U2OS, BacMam KCNH2, thallium flux FluxOr; hits give low values; activity change, % at 1.84 µM; actives 0.37% (n = 340,000); AID 720551;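 active = maximum activity change below -70%; inconclusive = maximum activity change between -70% and -50%; inactive = maximum activity change above -50%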; note: % is set by controls: 0 for no effect and ±100 for the full control effect
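U2OS cells were transduced with wild-type KCNH2 virus (2.03 x 10^8 / mL) for 4 h at room temperature, then cultured overnight at 37 C. Thallium flux was read with FluxOr dye. Rate constants were normalized to DMSO controls.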
Eya2 phos inh – Eya2 (human) phosphatase inhibition; AID 488837; recombinant Eya2, OMFP fluorescence dephosphorylation (OMFP is methylfluorescein phosphate); Potency, µM (doses to about 76.9 µM), inactives show at the top dose activity, negative = inhibition, actives largely listed as inhibitors; O00167; actives 0.006% (n = 330,000); note: potency is the fitted concentration of half-maximal effect; % is set by controls: 0 for no effect and ±100 for the full control effect
Target sequence (O00167 whole entry, looked up): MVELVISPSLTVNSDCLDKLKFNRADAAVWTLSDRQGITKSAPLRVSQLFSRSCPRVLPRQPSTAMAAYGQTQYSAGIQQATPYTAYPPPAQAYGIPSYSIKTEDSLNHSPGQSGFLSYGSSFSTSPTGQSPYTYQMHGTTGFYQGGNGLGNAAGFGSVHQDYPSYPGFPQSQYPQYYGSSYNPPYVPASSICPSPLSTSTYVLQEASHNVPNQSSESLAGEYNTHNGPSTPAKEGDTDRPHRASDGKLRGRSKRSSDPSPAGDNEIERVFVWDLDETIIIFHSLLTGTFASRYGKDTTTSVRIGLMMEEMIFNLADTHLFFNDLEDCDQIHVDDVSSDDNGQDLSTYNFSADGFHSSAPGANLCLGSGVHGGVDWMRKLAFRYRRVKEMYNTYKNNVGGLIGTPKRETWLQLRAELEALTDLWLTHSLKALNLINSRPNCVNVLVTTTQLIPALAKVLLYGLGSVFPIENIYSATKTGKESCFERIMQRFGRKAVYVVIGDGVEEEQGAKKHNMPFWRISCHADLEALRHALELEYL
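Eya2 (0.2 uM) preincubated 10 min at ambient with compound, then OMFP substrate added at 50 uM; 10 min reaction in 50 mM HEPES pH 7.5, 50 mM NaCl, 5 uM MgCl2, 0.05% BSA, 1 mM DTT. Fluorescence read at Ex 485/Em 525 nm.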
Chronic BCR inh – inhibitors of chronic active B-cell receptor signaling; ABC-DLBCL IkBa-CBG/CBR reporter, luminescence ratio, 4 h; Potency, µM (series often up to 46.1 µM), for inactives: top-dose ratio change, negative = lower green/red ratio, hits mostly inhibitors; actives 0.05% (n = 340,000); active = well fitted inhibition curve with a large enough effect in the signal ratio, with a control signal flat, not every such curve was filed as active; inconclusive = small, poorly fitted or top-dose-only effect, or effect the other way, or a change in a side signal; the % refers to the signal ratio;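 note: potency is the fitted concentration of half-maximal effect; plate controls were basal doxycycline-induced cells for no effect and cells given 10 µM MG132 for full effect; MG132 reads +100%, hits lower the ratio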
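Compounds up to 46 uM were incubated four hours with TMD8 cells whose green CBG68 luciferase is fused to IkappaBalpha; red CBR luminescence normalised the signal, and concentration-effect curves were fitted to fusion, red and ratio data.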
PKM2 activator – PKM2 (human) enzyme activation. P14618. purified PKM2, Kinase-Glo ATP luminescence, activation; response scale: 0% is enzyme alone, no compound. Potency, µM (doses to about 57.5 µM), for inactives: at the top dose activation, hits mostly activators. actives 0.34% (n = 260,000). AID 1631; note: potency is the fitted concentration of half-maximal effect; % is set by controls: 0 for no effect and ±100 for the full control effect; nearly all actives have a fitted effect of over 55% in size
Target sequence (P14618 whole entry, looked up): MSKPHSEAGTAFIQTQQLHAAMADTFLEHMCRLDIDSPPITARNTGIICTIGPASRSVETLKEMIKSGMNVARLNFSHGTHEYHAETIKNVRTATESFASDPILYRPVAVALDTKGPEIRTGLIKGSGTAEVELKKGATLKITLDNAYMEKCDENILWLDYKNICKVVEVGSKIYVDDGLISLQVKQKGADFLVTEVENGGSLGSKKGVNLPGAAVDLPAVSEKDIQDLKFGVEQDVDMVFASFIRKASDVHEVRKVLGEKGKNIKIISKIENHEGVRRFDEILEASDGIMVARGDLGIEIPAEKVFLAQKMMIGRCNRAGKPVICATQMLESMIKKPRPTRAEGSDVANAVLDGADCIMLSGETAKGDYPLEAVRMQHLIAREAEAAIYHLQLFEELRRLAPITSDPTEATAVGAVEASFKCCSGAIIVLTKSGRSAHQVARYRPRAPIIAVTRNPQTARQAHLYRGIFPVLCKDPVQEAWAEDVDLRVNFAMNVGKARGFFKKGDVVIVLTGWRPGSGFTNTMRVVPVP
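Purified hPK-M2 (>95% pure) converted ADP (0.1 mM final) to ATP with 0.5 mM PEP in 50 mM imidazole pH7.2, KCl, MgCl2, Tween 20, BSA; 1 h at room temperature. ATP detected by Kinase-Glo luminescence.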
USP2a inh – inhibitors of human ubiquitin-specific protease USP2a; USP2 core, Ub-CHOP2 coupled fluorogenic reporter, 485/531; Potency, µM (doses to about 38.3 µM), for inactives: at the highest dose activity change, negative = inhibition, actives largely listed as inhibitors; actives 0.01% (n = 330,000); AID 463254;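 note: potency is the fitted concentration of half-maximal effect; plate controls were DMSO wells for no effect and full inhibition by NEM control for full effect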
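USP2 core (10nM final) preincubated 30min RT with compound in 20mM Tris-HCl pH 8.0, 2mM CaCl2, 2mM beta-mercaptoethanol, 0.05% CHAPS; 25nM Ub-CHOP2 plus 25nM reporter substrate added, fluorescence (Ex485/Em531) read after 60min.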
MBNL1-CUG inh – MBNL1-poly(CUG) RNA binding inhibition | Q9NR56 | TR-FRET MBNL1-His/biotin-(CUG)12 binding, 665/545 ratio | Potency, µM (series often up to 57.5 µM), without a hit: at the highest dose activity change, negative = inhibition, actives largely listed as inhibitors | actives 0.036% (n = 280,000); active = well fitted inhibition curve with a large enough effect in the signal ratio, with a control signal flat, not every such curve was filed as active; inconclusive = small, poorly fitted or top-dose-only effect, or effect the other way, or a change in a side signal; inactive = no such curve, though single readings can be large or run the other way; the % refers to the signal ratio; note: potency is the fitted concentration of half-maximal effect; % is set by controls: 0 for no effect and ±100 for the full control effect
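TR-FRET between His-tagged MBNL1 and biotin-(CUG)12 RNA, detected with Tb anti-His antibody (0.055 ng/ul) and streptavidin-XL665 (5 nM), 60 min at room temperature. Compounds titrated 92 nM to 58 uM; 665/545 nm ratio normalized to buffer and complex controls.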
TSHR antagonist – blocks TSH signaling through the human TSH receptor; P16473; TSHR-expressing cells, TSH-stimulated cAMP HTRF, 2 h; hits give low values; activity change, negative = inhibition, % at 11.5 µM; actives 0.2% (n = 330,000); AID 504810;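 active = activity change below a set negative limit, meaning inhibition stronger than a set level, cut at about -70% in these data; inconclusive = activity change between two set negative limits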; note: % is set by controls: 0 for no effect and ±100 for the full control effect
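Read-out is FRET at 665 nm (cryptate excitation 337 nm) from a cryptate-tagged anti-cAMP antibody, competed by cell cAMP against cAMP-d2. Compounds are tested on freshly harvested TSHR cells challenged with 4nM TSH (EC80) for 2 hours at 37 deg C.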
Menin MLL FP TR – displaces Texas Red mutant MLL peptide from human menin | O00255 | Menin + Texas Red MLL mutant peptide, fluorescence polarization | Potency, µM (series often up to 61.6 µM), inactives show at the top dose FP activity change, negative = inhibition, most hits filed as inhibitors | actives 0.23% (n = 270,000); active = well fitted inhibition curve with a large enough effect in the polarisation, with a control signal flat, not every such curve was filed as active; inconclusive = small, poorly fitted or top-dose-only effect, or effect the other way, or a change in a side signal; inactive = no such curve, though single readings can be large or run the other way; the % refers to the polarisation; note: potency is the fitted concentration of half-maximal effect; % of control where 0% means no effect; many of its hits are not listed in these tables
Mito fusion act – mitochondrial division inhibition or fusion activation; S. cerevisiae fusion-defective mutant growth rescue, CellTiterGlo 48 h; Potency, µM (doses to about 46.1 µM), for inactives: top-dose growth rescue (activation), usual class: activators; actives 0.23% (n = 320,000);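 note: potency is the fitted concentration of half-maximal effect; % of control where 0% means no effect; nearly all actives have a fitted effect of over 45% in size; temperature-sensitive fusion mutants such as fzo1-1 at 37 °C on non-fermentable ethanol glycerol medium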
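Temperature-sensitive fusion-defective S. cerevisiae (e.g. fzo1-1, mgm1-5) were grown with compound in YPEG medium (3% ethanol, 3% glycerol) for 48 hours at 37C. Growth rescue was measured as viability by CellTiterGlo luminescence after 10 minutes at ambient.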
GALK inh – galactokinase (human) inhibition. AID 1868. actives 0.007% (n = 270,000). Purified GALK, Kinase-Glo residual ATP luminescence. P51570. Potency, µM (titrated, usually from 57.5 µM), inactives show top-dose activity change, negative = inhibition, usual class: inhibitors; note: potency is the fitted concentration of half-maximal effect; % is set by controls: 0 for no effect and ±100 for the full control effect
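Luminescence from leftover ATP (Ultra-Glo luciferase/luciferin) served as read-out after a 1 h room-temperature reaction of 5 nM GALK with 35 uM ATP and 100 uM galactose.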
ASM inhibitor – inhibitors of human secretory acid sphingomyelinase. P17405. placental ASM, HMU-PC fluorogenic substrate, 60 min. Potency, µM (top dose mostly 57.5 µM), for inactives: at the highest dose activity change, negative = inhibition, most hits filed as inhibitors. actives 0.006% (n = 340,000). AID 504937; note: potency is the fitted concentration of half-maximal effect
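Steps: dispense placental human ASM, pin compound, wait 10 min at room temperature, add HMU-PC0 substrate at 9 uM final, incubate 60 min at 37 °C, add stop solution raising pH to 10, read fluorescence.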
Active calls of the source: *; ? = inconclusive; . = no result given; [ ] = another dose, or the depositor's remark. Unless noted, calls come from the whole dose curve; as a rule, active = well fitted curve in the direction sought with a large enough effect; inconclusive = small, poorly fitted or top-dose-only effect, or another doubt; inactive = no such curve, though single readings can be large; an effect the other way counts as inactive or inconclusive. The list is partial; the hit share may differ from the screen's.

SMILES | hERG WT inh | Eya2 phos inh | Chronic BCR inh | PKM2 activator | USP2a inh | MBNL1-CUG inh | TSHR antagonist | Menin MLL FP TR | Mito fusion act | GALK inh | ASM inhibitor
Cc1nn(CC(=O)NC(=O)NC2CCCCC2C)c(=O)c(C#N)c1C (stereo not drawn) | -5 | 3% | -1% | . | 1% | . | -3 | . | -2% | . | 0%
Cc1ccc(S(=O)(=O)N2CCN(S(=O)(=O)c3c(C)n[nH]c3C)CC2)cc1C | 21 | -2% | ? | . | 2% | . | -9 | . | -5% | . | -3%
Cc1ccc(-c2nc(COC(=O)C3=NN(c4ccccc4)C(=O)CC3)cs2)cc1 | -8 | -3% | ? | . | -5% | . | -6 | . | -3% | . | -9%
O=C1C(Cc2ccc3[nH]ccc3c2)NC(=S)N1c1ccccc1 (stereo not drawn) | 9 | 2% | 1% | -1% | -1% | -3% | -4 | . | -4% | 4% | 2%
O=C(Nc1ccc2ncccc2c1)c1cccc(Br)c1 | 6 | 1% | ? | -3% | 0% | 7% | 8 | 9% | 1% | -5% | -1%
COc1ccccc1N(CC(=O)Nc1ccc(Cc2ccncc2)cc1)S(=O)(=O)c1ccccc1 | 2 | 1% | -19% | . | -15% | 10% | 55 | 23% | 6% | 6% | -2%
CN(C)S(=O)(=O)c1ccc(C(=O)OCC(=O)c2ccc3c(c2)NC(=O)CO3)cc1 | 10 | -12% | 0% | -1% | 4% | -1% | 9 | . | -3% | . | -2%
CCOC(=O)c1sc(=S)n(-c2ccc(C)cc2)c1SC | 8 | -13% | 2% | -14% | 0% | 15% | 35 | -12% | -3% | -2% | -4%
COc1cc(/C=N/NC(=O)c2cc3ccccc3cc2O)ccc1OCCN1CCCCC1 | 14 | -15% | ? | -11% | 6% | 24% | 21 | ? | 0% | -1% | -21%
CCN(C(=O)CSc1nnc(C)c(=O)[nH]1)c1cccc2ccccc12 | 6 | -19% | 0% | . | 8% | . | . | . | . | . | 3%
COc1cccc(N2CCN(C(=O)c3cc(C)oc3C)CC2)c1 | -9 | -6% | -2% | . | 0% | . | -1 | . | -6% | . | 6%
COc1ccc(CNC(=O)COc2ccc(C)nc2[N+](=O)[O-])cc1 | -3 | 1% | -9% | 1% | -2% | ? | -7 | -1% | 5% | 9% | 4%
COC(=O)CC1C(=O)NCCN1C(=S)NC(=O)c1sc2ccccc2c1Cl (stereo not drawn) | -16 | -6% | 4% | 5% | -1% | 10% | -2 | 6% | 2% | 9% | -1%
Cc1nn(C)c(C)c1CNC(=O)c1cc2n(n1)C(C(F)(F)F)CC(c1cccs1)N2 (stereo not drawn) | 2 | 5% | -1% | -1% | -1% | 4% | -2 | 7% | -6% | 0% | -1%
O=C1Nc2ccc(S(=O)(=O)NCc3ccccn3)c3cccc1c23 | 6 | 20% | -14% | 4% | 4% | ? | -2 | -4% | -1% | 1% | .
Cc1cc2nc(C3CCN(C(=S)NCCCOC(C)C)CC3)[nH]c2cc1C | 3 | 5% | -1% | -34% | -1% | -6% | -1 | -24% | 4% | 10% | 4%
Cn1c(-c2ccc3c(c2)OCO3)cnc1N | 4 | 0% | 3% | -1% | 0% | 8% | 2 | -4% | -5% | 2% | 5%
CCN(CC(=O)NCc1ccc(F)cc1)CC(=O)NC1CCCC1 | -5 | 3% | 2% | . | 1% | 1% | 23 | 2% | -7% | 0% | 4%
COc1cccc(C2=NCCc3cc4c(cc32)OCO4)c1OC | 4 | -6% | 1% | 2% | 2% | 12%[11.5 µM] | 4 | -4% | -11% | . | 7%
Cn1c(C(=O)NCCCN2CCCC2=O)cc2c(=O)n(C)c3ccccc3c21 | 20 | 2% | 6% | 1% | -2% | 0% | -5 | 8% | 0% | 5% | -1%
O=C(CC1=NCCNC(c2ccccc2)C1)c1ccccc1O (stereo not drawn) | 3 | 5% | 0% | -2% | -8% | 10% | 15 | -19% | 8% | 0% | 2%
CCc1sc(C(=O)N2CCN(CC(=O)Nc3cccc(F)c3)CC2)cc1C | 22 | -26% | ? | . | 0% | . | -27 | . | 21% | . | 6%
CCOC(=O)C1(c2csc(N)n2)COC(=O)C1 (stereo not drawn) | -2 | . | . | 1% | . | -4% | . | 31%[activator] | 5% | -5% | 9%
Cc1nc2c(c(C)nn2-c2ccccc2)c(C)c1CCC(=O)NCCCOC(C)C | 11 | 1% | 2% | . | 2% | -6% | -3 | -5% | 7% | . | -2%
CC(C)OCCCNC(=O)c1ccc(N(C)S(C)(=O)=O)cc1 | 1 | 6% | 3% | ? | 2% | ? | 9 | -4% | 1% | -4% | 4%

New compounds follow.
SMILES | hERG WT inh | Eya2 phos inh | Chronic BCR inh | PKM2 activator | USP2a inh | MBNL1-CUG inh | TSHR antagonist | Menin MLL FP TR | Mito fusion act | GALK inh | ASM inhibitor
CCOc1ccccc1OCCCC(=O)Nc1cccc(-n2cnnn2)c1C | 3 | -3% | ? | . | 4% | . | 12 | . | -3% | . | -1%
CNC(=S)NCCc1ccc(OC)c(OC)c1 | 7 | 0% | ? | -3% | 1% | -2% | 6 | 17% | 0% | 4% | -5%
Cc1nc2ccc(C(=O)O)cc2c2c1CC(C)S2 (stereo not drawn) | -1 | 0% | ? | 3% | 1% | 10% | -7 | 20µM* | 2% | 0% | 9%
O=C(NC1CCCCC1)C(=S)N1CCOCC1 | -20 | 5% | 0% | -1% | -1% | -7% | 11 | 2% | 1% | 2% | -2%
CC1CCCCC1N1CN=C(Nc2nc3ccccc3s2)NC1 (stereo not drawn) | -3 | -6% | -13% | 3% | 1% | -7% | 30 | 7% | -3% | -2% | 4%
C/C=C(/C)C(=O)O[C@@H]1[C@H](OC(=O)C=C(C)C)c2c(ccc3ccc(=O)oc23)OC1(C)C | 4 | -3% | ? | 2% | 1% | -24% | 2 | ? | 10% | . | -7%
Cn1nc(C(C)(C)C)c([N+](=O)[O-])c1C(=O)N1CCOCC1 | 20 | 5% | 5% | . | 1% | -2% | -1 | . | 0% | 6% | 73%
O=C(CSc1nccc(-c2cccs2)n1)Nc1ccc(Cl)cc1 | -3 | 8% | ? | 1% | 0% | 16% | 8 | . | 0% | . | -17%
Cc1cc(NC(=O)C2CC(=O)N(c3cccc(Cl)c3)C2)no1 (stereo not drawn) | -3 | -3% | 1% | 1% | 1% | 4% | -48 | -2% | 1% | 0% | -3%
Cc1ccc(S(=O)(=O)N(C)C)cc1NC(=O)COC(=O)CCC1CCCC1 | -15 | -37% | 4% | . | -1% | . | -3 | . | 0% | . | 1%
Cc1ccc(C)c(NC(=O)COc2cccc3c2CCN(Cc2ccccc2C)C3=O)c1 | 26 | 3% | -4% | 9% | 2% | -7% | -4 | -9% | 15% | 0% | -3%
O=C(COc1ccccc1F)Nc1ccc(-c2nc3ccccc3s2)cc1 | . | -4% | ? | . | -1% | . | 7 | . | 0% | . | .
COC(=O)CCN(c1ccccc1)S(=O)(=O)c1ccc(OC)cc1 | 0 | -4% | 3% | -1% | -1% | 0% | -9 | -5% | 4% | 2% | 0%
O=C(CCC1CCCCC1=O)c1ccccc1 (stereo not drawn) | -28 | 15% | 3% | -2% | 0% | -2% | 4 | -17% | -1% | -1% | 4%
CN(CC(=O)Nc1cccc(F)c1)C(=O)c1ccc(N2CCOCC2)c([N+](=O)[O-])c1 | 11 | -4% | 0% | 1% | 1% | ? | 3 | . | 1% | -4% | -2%
COc1ccccc1NC(=O)CN1CCN(S(=O)(=O)c2ccc(Br)cc2)CC1 | 8 | 3% | 3% | 2% | 2% | -9% | -9 | -3% | -2% | 0% | 2%
O=C(c1cc(-c2ccc(O)cc2)on1)N1CCCCCC1 | 6 | 9% | ? | -4% | -1% | -8% | 19 | -6% | 24% | 1% | -1%
O=C(COC(=O)/C=C/c1ccc(OC(F)F)cc1)Nc1cccc(S(=O)(=O)N2CCCC2)c1 | 10 | 0% | -7% | . | 4% | . | 0 | . | -3% | . | -15%
COc1ccc(NC(=O)CSCC(=O)N2CCN(C(=O)c3ccco3)CC2)cc1 | 5 | -12% | 0% | . | -1% | . | 1 | . | -4% | . | 4%
